Screening results: PubChem, The Scripps Research Institute Molecular Screening Center
CHO-K1 Ca antag: counter-screen for M1 antagonists: effect in parental CHO-K1 cells. hit rate 0.6% among 360,000. AID 602250. ATP-induced calcium, Fluo-8 fluorescence. inhibition, % at 3 µM;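 active means inhibition above a per-plate cutoff, the plate's mean sample inhibition plus 3 SD, cut at about 24% in these data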;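 further: 0% = DMSO plus EC80 ATP and 100% = DMSO alone without ATP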
M1 ag parental: counter-screen for M1 agonists: effect in parental CHO-K1 cells; Fluo-8 calcium fluorescence; scaled to maximal ATP response, vehicle zero; activation, % at 3 µM; hit rate 0.48% among 360,000; in the data active means activation above about 15%;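 further: untransfected CHO-K1 host cells lacking M1 receptor as counterscreen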
CHO-K1 Ca PAM: nonselective calcium activators in parental CHO-K1 cells, primary screen, counter-screen for M1 PAM project, cell-based, Fluo-8 calcium fluorescence, full deck, 1536-well; ATP EC20; 0% at ATP EC20, 100% at ATP max; activation, % at 3 µM; hit rate 0.02% among 360,000;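 active means activation above the run cutoff, the mean activation of all test compounds plus 3 SD, cut at about 40% in these data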;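 further: peak over basal fluorescence ratio in a 140 s read after ATP addition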
V1R ag counter: agonists of human V1a receptor, primary screen, counter-screen for OXTR agonist project, fluorescence, CHO-V1R cells | Vasopressin V1a receptor (Homo sapiens), P37288 | Fluo-8 calcium fluorescence, agonist mode; 0% DMSO, 100% 3 nM vasopressin | activation, % at 3 µM | hit rate 0.25% among 320,000 | AID 2797, 2010;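 active means activation above the mean activation of all tested compounds plus 3 SD, per screening run, cut at about 20% in these data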;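 further: signal is peak over basal fluorescence ratio across a 100 second FLIPR read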
Target sequence (P37288 whole entry, looked up): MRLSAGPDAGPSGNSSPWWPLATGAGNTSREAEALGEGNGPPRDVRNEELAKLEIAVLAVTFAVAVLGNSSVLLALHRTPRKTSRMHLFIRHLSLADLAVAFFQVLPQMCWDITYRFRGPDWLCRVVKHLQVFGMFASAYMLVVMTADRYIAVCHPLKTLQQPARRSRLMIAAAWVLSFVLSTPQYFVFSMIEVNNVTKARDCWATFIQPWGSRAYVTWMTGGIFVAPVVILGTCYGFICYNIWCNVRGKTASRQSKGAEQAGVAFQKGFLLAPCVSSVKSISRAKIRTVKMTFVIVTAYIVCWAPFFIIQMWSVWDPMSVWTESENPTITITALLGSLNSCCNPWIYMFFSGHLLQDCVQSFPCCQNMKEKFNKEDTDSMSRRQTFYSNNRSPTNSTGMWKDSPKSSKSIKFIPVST
CHO parental Ca: ATP-evoked calcium signal inhibitors, parental CHO, primary screen, counter-screen for OX1R antagonist project, cell-based, fluorescence, Fluo-8 calcium dye; parental CHO-K1, ATP-induced calcium, Fluo-8 fluorescence; inhibition, % at 5.6 µM; hit rate 0.63% among 330,000;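 active means inhibition above that plate's mean sample inhibition plus 3 SD, cut at about 26% in these data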;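 further: 0% = ATP-challenged DMSO wells and 100% = DMSO wells without ATP; some compounds past the cut are filed as inactive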
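Material: parental CHO cells / Compound: single nominal dose of 5.6 µM per compound / Signal: Fluo-8 fluorescence / Replicates: singlicate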
OXTR ag: human OXTR agonists, primary screen, fluorescence, CHO-OTR cells, Fluo-8 calcium; hit rate 0.32% among 320,000; Fluo-8 calcium fluorescence; normalized: DMSO 0%, oxytocin 100%; Oxytocin receptor (Homo sapiens), P30559; activation, % at 3 µM; AID 2435, 2010;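 active means activation above the mean of all tested compounds plus 3 SD, cutoff set per screening run, cut at about 20% in these data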;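 further: peak over basal fluorescence ratio from a 100 s FLIPR kinetic read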
GPR7 antagonist: GPR7 receptor antagonists, primary screen, cell-based, fluorescence, single concentration | Neuropeptides B/W receptor type 1 (Homo sapiens), P48145 | inhibition, % at 4.4 µM | GPR7-expressing cells, fluorescence antagonist assay | hit rate 1.1% among 290,000; in the data active means inhibition above about 16%, passing the limit was not always enough;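 further: cells stimulated with the agonist NPW; 0% = agonist with vehicle and 100% = vehicle without agonist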
Target sequence (P48145 whole entry, looked up): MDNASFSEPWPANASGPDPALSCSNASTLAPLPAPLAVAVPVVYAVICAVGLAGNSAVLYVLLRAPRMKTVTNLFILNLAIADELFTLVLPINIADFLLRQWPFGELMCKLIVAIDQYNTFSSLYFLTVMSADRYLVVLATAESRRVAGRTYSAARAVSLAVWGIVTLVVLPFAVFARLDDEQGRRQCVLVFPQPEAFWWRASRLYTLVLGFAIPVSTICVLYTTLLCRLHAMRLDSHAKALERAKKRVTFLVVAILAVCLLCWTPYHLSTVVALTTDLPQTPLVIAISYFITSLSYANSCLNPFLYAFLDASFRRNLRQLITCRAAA
OXTR potentiate: human OXTR potentiators, primary screen, fluorescence, CHO-OTR cells, Fluo-8 calcium; AID 2445, 2010; activation, % at 3 µM; Oxytocin receptor (Homo sapiens), P30559; hit rate 0.061% among 320,000; Fluo-8 calcium fluorescence, potentiator mode; 0% = oxytocin EC15, 100% = EC100;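 active means activation above that plate's cutoff, the mean activation of tested compounds plus 3 SD, cut at about 6.6% in these data, passing the limit was not always enough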;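 further: 100% uses oxytocin at 75 nM as the full agonist control; some results filed as inactive read as strong as hits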
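test system = CHO-OTR cells, human receptor | compound = single-point 3.0 µM | schedule = 6 min compound pre-incubation at room temperature, 100 s kinetic read | signal = Fluo-8 no-wash calcium dye fluorescence, excitation 470-495 nm, emission 515-575 nm | repeats = single well per compound, singlicate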
TAAR1 antagonist: human TAAR1 antagonists, primary screen, Fluo-8 calcium fluorescence, CHO RD-HGA16 cells | antagonist | inhibition, % at 3 µM | hit rate 1.5% among 360,000;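 active means inhibition above a per-plate cutoff, the mean inhibition of test compounds on that plate plus 3 SD, cut at about 49% in these data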;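 further: 0% = DMSO plus EC80 beta-PEA response and 100% = DMSO alone without agonist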
Target sequence (Q96RJ0 whole entry, looked up): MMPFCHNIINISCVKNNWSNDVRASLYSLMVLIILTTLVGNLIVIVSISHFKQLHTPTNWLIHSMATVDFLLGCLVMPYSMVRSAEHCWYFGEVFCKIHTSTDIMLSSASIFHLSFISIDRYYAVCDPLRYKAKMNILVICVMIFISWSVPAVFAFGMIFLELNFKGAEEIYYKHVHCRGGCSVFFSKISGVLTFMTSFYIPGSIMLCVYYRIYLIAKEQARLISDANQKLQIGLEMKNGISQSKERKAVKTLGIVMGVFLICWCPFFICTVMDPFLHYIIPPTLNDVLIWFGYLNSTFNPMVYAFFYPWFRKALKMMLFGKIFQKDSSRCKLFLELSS
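System: RD-HGA16 CHO cells with stable hTAAR1 and Gα16 | Probe or stimulus: EC80 β-phenethylamine stimulus | Dosing: 3 µM, single point | Times: Dye loading 75 min at 37 °C, then 30 min room temperature | Measured by: Fluo-8 calcium-sensitive fluorescence | Read-out basis: % inhibition of agonist calcium response | Replicates: n of 1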
* = called active by the depositor; . = no result given; & = joins results of further samples. Rows are unselected; about 3.5% have a hit in one of these screens.

Letter code: A = CHO-K1 Ca antag; B = M1 ag parental; C = CHO-K1 Ca PAM; D = V1R ag counter; E = CHO parental Ca; F = OXTR ag; G = GPR7 antagonist; H = OXTR potentiate; I = TAAR1 antagonist
COc1cc2sc3cc(NCc4ccc5c(c4)OCO5)ccc3c(=O)c2cc1OC
  A: -14	B: -0.7	C: 20	D: -0.2	E: -1	F: -0.9	G: .	H: 0	I: 16

CCOc1cc(-c2noc(N)c2C#N)cc(OCC)c1OCC
  A: -4	B: 0.2	C: 9	D: -1.1	E: -25	F: -2.4	G: -7	H: -1	I: -45

CC(OC(=O)c1cccc(S(=O)(=O)N2CCCCC2)c1)C(=O)NC1CCCCC1C (stereo not drawn)
  A: -3	B: 0.5	C: 17	D: -0.5	E: -33	F: -1.6	G: 3	H: 0	I: -29

S=c1nc(NCc2cccc(Cl)c2)c2ccccc2[nH]1
  A: -12	B: 4.6	C: 9	D: 2.9	E: 4	F: 1.5	G: -11	H: -12	I: 20

COc1ccc(/C=C(\C#N)C(=O)N=CN(C)C)cc1
  A: -2	B: -0.1	C: 10	D: 0.7	E: -4	F: 1.2	G: -4	H: -5	I: 1

C[C@H](CO)N1C[C@H](C)[C@@H](CN(C)S(C)(=O)=O)Oc2ccc(NC(=O)Cn3cnnn3)cc2C1=O
  A: 2	B: -0.4	C: -4	D: 2.7	E: -9	F: 1.8	G: .	H: 6	I: -9

O=C(COc1ccc(C(=S)N2CCOCC2)cc1Cl)Nc1ccccc1Cl
  A: 2	B: -0.6	C: -7	D: 0.3	E: -16	F: 0.5	G: -8	H: -8	I: -20

CC(NC(=O)c1cc(S(=O)(=O)N(C)C)ccc1N1CCCC1)C1CC2CCC1C2 (stereo not drawn)
  A: -13	B: 0.9	C: 19	D: -0.6	E: -17	F: -2.6	G: 5	H: -6	I: -8

c1ccc2c(c1)oc1c(NCC3CCCO3)ncnc12 (stereo not drawn)
  A: -4	B: 2.4	C: 20	D: 2.9	E: -5	F: 3.3	G: -9	H: -11	I: 2

O=C(Cc1c[nH]c2ccccc12)NCc1ccc2c(c1)OCO2
  A: -4	B: 0.9	C: 7	D: 0.4	E: -4	F: 1.4	G: 4	H: -8	I: -7

Cc1ccc(C(=O)N2CCC(n3nccc3NC(=O)c3ccccc3C)CC2)cn1
  A: -8	B: 0.6	C: -11	D: 0.4	E: -9	F: -0.4	G: -10	H: -6	I: -5

Cc1ccnc(SCCn2c(N3CC(C)CC(C)C3)nc3c2c(=O)n(C)c(=O)n3C)n1 (stereo not drawn)
  A: 0	B: 0.1	C: 8	D: -0.1	E: -5	F: 0.5	G: -10	H: -3	I: 0

COC(C[C@H](O)C[C@H](O)[C@H](C)OCc1ccccc1)OC
  A: -9	B: -0.1	C: 12	D: 0.3	E: -8	F: 0.2	G: .	H: -2	I: 12

COc1cc(CNc2nc3ccccc3n2C)cc(OC)c1OC
  A: 4	B: -0.2	C: -4	D: 0.0	E: -6	F: 0.0	G: -7	H: -1	I: -9

CC1CC(C)(C)CC2(C1)NC(=O)N(CC(=O)N1CCN(S(=O)(=O)c3cccs3)CC1)C2=O (stereo not drawn)
  A: 17	B: -0.5	C: -7	D: 0.8	E: -14	F: -0.6	G: .	H: -2	I: -20

Cc1nc2c(C(=O)NCc3ccccc3Cl)c[nH]n2c(=O)c1Cl
  A: -12	B: -0.7	C: -8	D: -0.1	E: -10	F: 0.1	G: 24	H: 5	I: -28

O=C1CC2c3ccccc3C1C1C(=O)N(Cc3ccccc3)C(=O)C21 (stereo not drawn)
  A: -8	B: 3.6	C: 20	D: 2.6	E: -3	F: -2.1	G: 1	H: -13	I: -34

COc1ccccc1-c1cnn2c(N3CCOCC3)cc(C)nc12
  A: -5	B: -1.6	C: -9	D: -0.2	E: -17	F: -1.9	G: -7	H: -4	I: -20

O=C(CCCCl)N1CCc2[nH]c3ccccc3c2C1
  A: -4	B: 0.6	C: -12	D: .	E: .	F: .	G: .	H: .	I: 87*

Cc1cnn(C(=O)c2ccccc2Br)c1
  A: .	B: .	C: .	D: 0.0	E: -9	F: -0.3	G: -13	H: -3	I: -23

CC(=O)Oc1ccc(C(=O)Nc2ccccc2NC(=O)c2ccc(OC(C)=O)cc2)cc1
  A: 15	B: 4.6	C: 3	D: 3.5	E: 9	F: 4.5	G: 24	H: -10	I: 35

CC(C)(C)n1nnnc1C(c1ccc(F)cc1)N1CCN(Cc2ccc3c(c2)OCO3)CC1 (stereo not drawn)
  A: -15	B: 1.1	C: 7	D: -0.9	E: -12	F: -1.2	G: 2	H: -5	I: -1

O=C(CN1C(=O)NC2(CCCC2)C1=O)OCc1ccccc1F
  A: -10	B: 0.3	C: 1	D: -0.5	E: -10	F: 0.5	G: .	H: -5	I: 4

Cn1ncc(Cl)c1C(=O)N1CCN(C(=O)c2ccco2)CC1
  A: -1	B: 0.1	C: 16	D: .	E: .	F: .	G: -7	H: .	I: 7

COc1cccc(C(NC(C)=O)c2nc(-c3ccccc3)cs2)c1 (stereo not drawn)
  A: -21	B: 1.2	C: 19	D: .	E: .	F: .	G: .	H: .	I: 1

Whole records, looked up by structure. Screens in order: CHO-K1 Ca antag	M1 ag parental	CHO-K1 Ca PAM	V1R ag counter	CHO parental Ca	OXTR ag	GPR7 antagonist	OXTR potentiate	TAAR1 antagonist
COc1cc2sc3cc(NCc4ccc5c(c4)OCO5)ccc3c(=O)c2cc1OC in the list: -14	-0.7	20	-0.2	-1	-0.9	.	0	16
CCOc1cc(-c2noc(N)c2C#N)cc(OCC)c1OCC in the list: -4	0.2	9	-1.1	-25	-2.4	-7	-1	-45

Continued:
Letter code: A = CHO-K1 Ca antag; B = M1 ag parental; C = CHO-K1 Ca PAM; D = V1R ag counter; E = CHO parental Ca; F = OXTR ag; G = GPR7 antagonist; H = OXTR potentiate; I = TAAR1 antagonist
Cc1sc(NC(=O)C2C3CCC(O3)C2C(=O)O)c(C(=O)OC(C)C)c1-c1ccc(Cl)cc1 (stereo not drawn)
  A: -8	B: 0.7	C: 9	D: 0.1	E: -3	F: -0.1	G: -1	H: -6	I: -2

Cc1ccccc1Nc1nnc(SCC(=O)NC(=O)Nc2ccc3c(c2)OCCO3)s1
  A: .	B: .	C: .	D: -0.5	E: -3	F: 0.8	G: -8	H: 3	I: .

COc1cccc(C(=O)NCCOc2cc(C)cc(C)c2)c1
  A: -7	B: 0.2	C: 4	D: -0.6	E: -15	F: -1.9	G: -5	H: -9	I: 3

Cc1ccc(SCC2=NNC(=O)C2)cc1
  A: -7	B: 0.3	C: 16	D: -0.8	E: 10	F: -0.2	G: 14	H: -1	I: 7

O=C(Nc1ccc(S(=O)(=O)N2CCCCC2c2cccnc2)cc1)c1ccccc1F (stereo not drawn)
  A: -6	B: 6.7	C: 9	D: 7.4	E: -10	F: 4.9	G: 7	H: -14	I: 56*

Cc1ccc(NC2CCCN(C(=O)c3ccccc3N3CCOCC3)C2)cc1C (stereo not drawn)
  A: -9	B: 1.1	C: -1	D: -1.0	E: -3	F: -0.7	G: 5	H: -14	I: -9

NC(=O)COC(=O)c1ccc(-c2ccc(O)cc2)cc1
  A: -14	B: 2.7	C: 19	D: 2.1	E: 9	F: 3.2	G: -8	H: 4	I: -8

O=C(N/N=C/c1cccnc1)c1ccc(NC(=O)c2ccc(F)cc2)cc1
  A: -1	B: -0.5	C: -24	D: 0.1	E: -2	F: 0.7	G: -6	H: 4	I: 0

C#CCN1C(C)=CC(=O)[C@@H](O)[C@H]1c1ccccc1Br
  A: -10	B: 0.4	C: 15	D: .	E: .	F: .	G: .	H: .	I: -1

CCOC(=O)NC1(C(F)(F)F)NC(=O)N(c2cccc(C(F)(F)F)c2)C1=O (stereo not drawn)
  A: -9	B: 0.1	C: 23	D: 0.8	E: 1	F: 0.1	G: -11	H: -3	I: 1

CCCCN(CCNP(=O)(OCC)OCC)CP(=O)(OCC)OCC
  A: 3	B: -0.1	C: 1	D: 0.5	E: 2	F: 0.1	G: 1	H: -3	I: 6

CSc1ccc(/C=C2\NC(=O)NC2=O)cc1
  A: 2	B: 0.5	C: 2	D: 0.0	E: 0	F: -1.9	G: .	H: 0	I: -31

COc1ccc(/C=C(/NC(=O)c2ccco2)C(=O)NCCc2ccccc2)cc1
  A: 0	B: 0.8	C: 19	D: -0.8	E: -16	F: -0.6	G: -7	H: -12	I: -8

NC(=O)CCC1NC(=S)N(Cc2ccccc2)C1=O (stereo not drawn)
  A: -13	B: 0.5	C: 15	D: 0.8	E: 2	F: 1.2	G: -6	H: 0	I: -23

Cc1csc(=Nc2c(C)n(C)n(-c3ccccc3)c2=O)n1Cc1ccccc1
  A: -6&9	B: 0.0&-0.1	C: -7&-4	D: 0.1	E: -27	F: -1.5	G: -9	H: 3	I: -6&11

CC1CC(C)CN(CCCNC(=O)c2ccc3nc(N4CCOCC4)sc3c2)C1 (stereo not drawn)
  A: 7	B: -0.2	C: 1	D: -0.3	E: -5	F: -0.1	G: -9	H: -3	I: 10

COc1ccc(/C=C/C(=O)O)cc1COc1cccc(C)c1
  A: 1	B: -0.3	C: 1	D: 0.1	E: 1	F: 0.8	G: -4	H: 0	I: 7

COc1ccc(Cl)cc1NC(=O)C1CC(c2ccccc2Cl)=NO1 (stereo not drawn)
  A: 0	B: -0.1	C: 7	D: .	E: .	F: .	G: .	H: .	I: -15

Cc1ccc(S(=O)(=O)c2ccc(NC(=O)c3c(F)cccc3F)cc2)cc1
  A: -3	B: 7.0	C: 9	D: 15	E: -3	F: 12	G: 18	H: -23	I: 14

CN(C)Cc1c(O)ccc2oc(Cc3ccccc3)cc12
  A: -16	B: 3.2	C: 26	D: 14	E: 10	F: 23*	G: 6	H: -19	I: 2

CN1CCN2c3ncccc3Cc3ccccc3C2C1 (stereo not drawn)
  A: 7	B: -0.3	C: -6	D: -0.4	E: -13	F: -0.3	G: .	H: -2	I: -9

CCN(CC)C(=O)CSc1n[nH]c(=S)n1N
  A: -15	B: 0.5	C: 18	D: 0.9	E: 1	F: 0.4	G: -3	H: -7	I: -13

CCc1cc2c(=O)c(-c3nc4ccccc4[nH]3)coc2cc1OC(=O)N1CCOCC1
  A: -2	B: 0.9	C: 13	D: -0.5	E: -19	F: 0.2	G: -8	H: -6	I: 9

COc1ccc(C(CNC(=O)CNC(=O)c2cccc(Cl)c2)N2CCCC2)cc1 (stereo not drawn)
  A: -12	B: 0.0	C: -1	D: 0.3	E: -9	F: 1.1	G: .	H: -3	I: -7

CCN1C(=O)[C@H]2[C@@H](c3ccc(C)cc3)N3C(=O)N(c4ccccc4)C(=O)[C@@]3(Cc3ccc(Cl)cc3)[C@H]2C1=O
  A: -12	B: 0.9	C: 7	D: 2.0	E: -14	F: 0.7	G: 15	H: -9	I: .
